Bioassay records deposited in PubChem BioAssay by National Center for Advancing Translational Sciences (NCATS).
S3 lipid droplet: qHTS Assay for Lipid Storage Modulators in Drosophila S3 Cells; Drosophila S3 cells, BODIPY lipid droplet fluorescence, 18-24 h; cells fed with added oleic acid; Potency in µM for hits, for the others lipid storage change, negative = inhibition, % at the top dose, mostly 46.1 µM; actives 0.64% (n = 320,000); AID 2685; active = well fitted inhibition curve with a large enough effect in the signal ratio, with a control signal flat, not every such curve was filed as active; inconclusive = small, poorly fitted or top-dose-only effect, or effect the other way, or a change in a side signal; the % refers to the signal ratio
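Laser-scanning cytometry quantifies lipid droplet accumulation (500–530 nm total intensity; droplet/cell object ratio) in oleic acid-fed (400 uM added) Drosophila S3 cells treated with a concentration series. 20 uM Triacsin C defined 100% inhibition.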
S3 lipid droplet cell count max: recorded beside S3 lipid droplet, whose call it bears; cell number change, %; measured here: cell count max response;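 cells counted by Cell Tracker Red CMTPX staining in the red channel; peak over a dose series mostly up to 46.1 µM; percent activity relative to internal control wells on each plate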
An asterisk follows results filed as active; i = inactive; ? = inconclusive; · = not tested or not shown; [ ] = dose if it differs, or a comment. % is set by controls: 0 for no effect and ±100 for the full control effect; potency is the fitted concentration of half-maximal effect.

SMILES | S3 lipid droplet | S3 lipid droplet cell count max
CN1CCSc2ccc(C(=O)NCc3cccc(F)c3)cc21 | 10.1% | -6.9
O=C(N/N=C/c1cc(Cl)cc([N+](=O)[O-])c1O)C1CC1 | ? | ·
O=C(Cc1c(F)cccc1Cl)N/N=C/c1cccnc1 | ? | ·
CC(C)Cn1nc(C(=O)OCC(=O)NCC(F)(F)F)c2ccccc2c1=O | ? | ·
CCc1nnc(NC(=O)C2(C)COC(c3ccc(OC)cc3)OC2)s1 (stereo not given) | -1.2% | -10.8
Cc1cc(C)c(C#N)c(SCc2ccccc2)n1 | 11.2% | 9.7
Cc1ccnc(NC(=O)Nc2ccc3c(c2)N(C)C(=O)CS3)c1 | ? | ·
CC(C)C(=O)OC/C(O)=C(\C#N)c1nc2ccccc2[nH]1 | ? | ·
Cc1cccc(-n2cc(-c3ccccc3)c3c(NN4CCOCC4)ncnc32)c1 | ? | ·
O=C(COC(=O)c1cncc(Br)c1)NCCC1=CCCCC1 | i | ·
O=c1[nH]c2ccc(S(=O)(=O)NCCO)cc2[nH]1 | 14.4% | 0.1
O=C1CCCCC1c1cccc2ccccc12 (stereo not given) | i | 5.4
Cc1ccc2c(c1)c1c(n2C)C(C(N)=O)CCC1 (stereo not given) | i | ·
CCCC(C)NC(C)C(=O)NC1CCCC1 (stereo not given) | -2.0% | 8.0
CC1CCCCN1CCCNC(=O)CCCN1C(=O)c2cccnc2Sc2ccccc21 (stereo not given) | ? | ·
N#Cc1c(-c2ccccc2Cl)cc(-c2ccccc2)[nH]c1=S | 19.1% | -21.9
CC(=O)N1CCCN(Cc2cn(-c3ccc(C)cc3)nc2-c2ccc(F)cc2)CC1 | ? | ·
COc1ccccc1NC(=O)CCC(=O)OC(C)C(=O)c1ccccc1 (stereo not given) | ? | ·
COc1ccc(N(CC(=O)NCCSc2ccccc2)S(=O)(=O)c2ccccc2)cc1 | i | 29.6
COc1cc(NC(=O)c2cccc3c2C(=O)N(C2CCCCC2)C3)cc(OC)c1OC | ? | ·
Cc1ccc(-n2c(SCC(=O)O)nc3sc4c(c3c2=O)C(C)CCC4)cc1 (stereo not given) | -19.6% | -25.2
COc1ccc(N2C(=O)c3ccccc3S2(=O)=O)cc1 | 15.6% | 7.3
O=C1/C(=C/c2ccccc2)SC(=S)N1C1CCS(=O)(=O)C1 (stereo not given) | -6.4% | 7.4
COc1ccccc1N(C)S(=O)(=O)c1ccc(C(=O)NCC2CCCCC2)cc1 | ? | ·
CCOC(=O)C1=C(CSc2nc3c(cc2C#N)CN(C)CC3)OC(N)=C(C#N)C1c1ccc(Cl)cc1 (stereo not given) | ? | ·
COC(=O)c1sc(=S)n(-c2ccc(Cl)cc2)c1C | ? | ·
CCOC(=O)c1c(C)[nH]c(C)c1C(=O)CSc1ncccn1 | ? | ·
NS(=O)(=O)c1ccc(CNS(=O)(=O)c2cccc3nonc23)cc1 | ? | ·
CC(C)CN(C(=O)c1ccc(N2CCCC2=O)cc1)C1CCS(=O)(=O)C1 (stereo not given) | ? | ·
O=C(NNC(=O)c1ccc2c(c1)OCO2)NC1CCCCC1 | ? | ·
CN(CC(=O)Nc1ccc(F)cc1)C(=O)COC(=O)CNC(=O)c1ccc(Cl)cc1Cl | i[0.0737 µM] | -14.1
O=[N+]([O-])c1cc(S(=O)(=O)Nc2ccccc2)ccc1NCc1cccnc1 | 13.2% | -6.6
O=C(CSc1ncnc2ccccc12)c1ccc2c(c1)OCCO2 | ? | ·
CCOC(=O)N1CCC2(CC1)CC(=O)c1c(ccc3oc(C(=O)O)c(C)c13)O2 | ? | ·
CCCNS(=O)(=O)c1ccc(Oc2ncc(C(F)(F)F)cc2Cl)cc1 | ? | ·
O=C(NCc1cccnc1)c1cccc(NS(=O)(=O)c2ccc(Br)cc2)c1 | ? | ·
COCCOC1CCN(C(=O)c2ccc(OC)c(OC3CCN(C(C)C)CC3)c2)CC1 | ? | ·
O=C(Nc1ccc(Nc2ccccc2)cc1)C(Cl)(Cl)Cl | ? | ·
COC(=O)c1ccccc1NC(=O)CSc1ccccn1 | 24.3% | 8.8
N#CCC(=O)N/N=C1\CCCCC1C1CCCCC1 (stereo not given) | -29.9% | -10.8

Given in markdown: part of the list above
| molecule | S3 lipid droplet | S3 lipid droplet cell count max |
| --- | --- | --- |
| O=c1[nH]c2ccc(S(=O)(=O)NCCO)cc2[nH]1 | 14.4% | 0.1 |
| O=C1CCCCC1c1cccc2ccccc12 (stereo not given) | i | 5.4 |
| Cc1ccc2c(c1)c1c(n2C)C(C(N)=O)CCC1 (stereo not given) | i | · |
| CCCC(C)NC(C)C(=O)NC1CCCC1 (stereo not given) | -2.0% | 8.0 |

Following part.
SMILES | S3 lipid droplet | S3 lipid droplet cell count max
COc1ccc(C(CC(=O)NCc2ccco2)c2ccc(F)cc2)cc1 (stereo not given) | ? | ·
CCOC(=O)C1CCCN(c2ccc(NC(=O)c3snc4c(=O)[nH]c(C)nc34)cc2)C1 (stereo not given) | -24.6% | -4.8
Cc1ncoc1C(=O)N1CCCC(CCC(=O)NCc2ccccc2F)C1 (stereo not given) | -8.9% | 4.2
CC(C)NC(=O)N1CCC(c2nc3ccccc3s2)CC1 | ? | ·
O=C(NCCC1CCCCN1S(=O)(=O)c1cccs1)C(=O)Nc1ccccc1F (stereo not given) | ? | ·
C=CCn1cccc(C(=O)Nc2ccc(OC)c(OC)c2)c1=O | 6.7% | 26.3
CC1CCN(C(=O)CN2c3cccc4cccc(c34)S2(=O)=O)CC1 | ? | ·
O=C(NCC1CCCCC1)c1cc(S(=O)(=O)N2CCCCC2)ccc1Cl | 2.4% | -12.8
O=C(Nc1cccc(F)c1)c1ccc(CSc2ccccc2)o1 | 20.4% | -2.0
CCSc1nnc(NC(=O)C2CC=CCC2C(=O)O)s1 (stereo not given) | ? | ·
Cc1ccc(S(=O)(=O)N2CCN(C(=O)c3cc(S(=O)(=O)N(C)C)ccc3N3CCCC3)CC2)cc1 | ? | ·
COc1ccc(-c2nc(CS(=O)(=O)CC(=O)Nc3ccc(Cl)cc3)c(C)o2)cc1 | ? | ·
Cc1ccc(CN2CCC(CO)(CC3CCCCO3)CC2)o1 (stereo not given) | ? | ·
CC(=O)c1csc(Nc2ccccc2Cl)n1 | 2.3% | 0.2
O=S(=O)(c1ccc(Cl)cc1)N1CCN(Cc2ccncc2)CC1 | ? | ·
CCCCn1c(N)c(N(CC(C)C)C(=O)CSCc2c(C)noc2C)c(=O)[nH]c1=O | ? | ·
COc1ccc(OCc2cc(C(=O)N3CCN(C4CCCC4)CC3)no2)c(Cl)c1 | ? | ·
CC(C)[C@H](CO)Nc1nc(Nc2ccc(Cl)c(C(=O)O)c2)c2ncn(C(C)C)c2n1 | ? | ·
CC(=O)Nc1c(C(=O)N2CCN(c3ccccn3)CC2)cnn1-c1ccc(C)cc1 | 17.2% | -0.5
COc1ccc(NC(=O)CN(c2ccc(C)cc2)S(C)(=O)=O)c(OC)c1 | ? | ·
O=C(O)c1cnc(-c2ccccc2)nc1Oc1ccccc1 | 10.6% | 19.3
CCOC(=O)CN=C/C(C(=O)Nc1nccs1)=C(/C)O | 2.6% | -2.6
COc1ccc(CNc2nc3nc(-c4ccccc4)cc(=O)n3[nH]2)cc1OC | ? | ·
CCS(=O)(=O)Nc1ccc2c(c1)N(C(C)=O)c1ccccc1CC2 | i | -12.6
CCOC(=O)c1sc(NC(=O)CSc2nc(-c3ccco3)cc(C(F)(F)F)n2)c(C#N)c1C | ? | ·
COc1cccc(/C=C/C(=O)Nc2ccc3nc4n(c(=O)c3c2)CCCC4)c1OC | ? | ·
COc1ccccc1-n1c(SCC(=O)N2CCCC2)nc2cccnc21 | ? | ·
CCOc1ccc(CCNC(=O)Nc2ccccc2)cc1OCC | 18.2% | ·
N#Cc1nc(-c2ccccc2Cl)oc1N1CCN(C(=O)c2ccco2)CC1 | 15.3% | 10.1
Cc1cc(C)n(C(=O)C(C)n2nc([N+](=O)[O-])c(Br)c2C)n1 (stereo not given) | 5.2% | -17.7
CC(=O)c1c(N2CCOCC2)nc(=S)n(Cc2ccccc2)c1C | i | ·
CCOc1cc(CNc2ccc3c(c2)CCC3)ccc1OC | 6.1% | ·
CCOC(=O)N1CCN(C(=O)c2cnn3c(C)c(Cc4ccc(C)cc4)c(C)nc23)CC1 | 1.9% | -9.2
COc1ccccc1OCCSc1nnc(C)n1-c1ccccc1 | ? | ·
CC(=O)Nc1cnc2ccccc2n1 | 21.5% | 7.4
COc1ccc(N=Cc2c(O)ccc3ccccc23)cc1 | i | 1.7
Cc1cccc(C(=O)N/N=C/c2ccoc2)c1 | ? | ·
CCOC(=O)c1c(N)nn(C(=O)C(C)C)c1-c1ccc(OC)cc1 | ? | ·
COc1ccc(C(=O)Nc2ccc(-c3ccc(C)o3)cc2)cc1S(=O)(=O)N1CCOCC1 | ? | ·
CC1CCCC(C)N1/N=C/c1ccc(O)c(O)c1 (stereo not given) | ? | ·

Full records, looked up by structure. Screens in order: S3 lipid droplet, S3 lipid droplet cell count max
`CC1CCCC(C)N1/N=C/c1ccc(O)c(O)c1` (stereo not given) across the screens: ?, ·
`CCOC(=O)c1c(N)nn(C(=O)C(C)C)c1-c1ccc(OC)cc1` across the screens: ?, ·
`N#Cc1nc(-c2ccccc2Cl)oc1N1CCN(C(=O)c2ccco2)CC1` across the screens: 15.3%, 10.1
`COc1ccc(N=Cc2c(O)ccc3ccccc23)cc1` across the screens: i, 1.7
`CCOC(=O)CN=C/C(C(=O)Nc1nccs1)=C(/C)O` across the screens: 2.6%, -2.6

The listing continues:
SMILES | S3 lipid droplet | S3 lipid droplet cell count max
COC(=O)CSc1nc(C)cc(C)n1 | ? | ·
CC(C)CC(OC(=O)c1cccs1)C(=O)NCc1cccs1 (stereo not given) | ? | ·
CC1CC1C(=O)OCC(=O)Nc1cccc(F)c1 (stereo not given) | ? | ·
CSc1ccc(CNc2ccc(C)cc2)cc1 | -23.4% | -18.7
CC(=O)C1=C(C)Nc2ncnn2C1c1ccccc1 (stereo not given) | ? | ·
CCCC(=O)Nc1c2c(nn1-c1ccc(C)cc1C)CSC2 | ? | ·
CC1CCCN(C(=O)CCS(=O)(=O)Cc2ccccc2)C1 (stereo not given) | i | 25.0
CCC1NC(=S)NC(C)=C1C(=O)c1ccccc1 (stereo not given) | 0.4% | 11.7
CCOC(=O)CSc1nc2cc3c(cc2cc1C)OCO3 | 2.8% | 0.6
O=C1c2ccccc2C(O)(c2ccccc2)N1c1ccncc1 (stereo not given) | ? | ·
O=C(c1cc(-c2ccc3c(c2)OCO3)on1)N1CCN(c2ccc(F)cc2)CC1 | 17.2% | 27.5
COc1ccc(OC)c(C2C3=C(CCCC3=O)Nc3nnnn32)c1 (stereo not given) | -0.1% | 1.0
CCCCOc1ccc(CSCCN=C(N)N)cc1 | -8.1% | -21.0
O=C(Nc1cc(S(=O)(=O)N2CCOCC2)ccc1N1CCOCC1)c1ccc(S(=O)(=O)N2CCCCC2)cc1 | ? | ·
Cc1ccc(C)c(S(=O)(=O)NC(Cc2c[nH]c3ccccc23)C(=O)O)c1 (stereo not given) | 12.5% | 17.7
c1ccc(Cn2cnc3ccccc32)cc1 | 2.3% | -12.9
CC(=O)N1c2ccc(S(=O)(=O)N3CCCCC3)cc2CC1C(=O)Nc1ccc(C)cc1 (stereo not given) | ? | ·
Cc1ccc(N(C(=O)Cc2cccs2)C(C(=O)NC2CCCC2)c2ccncc2)cc1 (stereo not given) | ? | ·
O=C1N=C(N2C=CC(=C3C=CNC=C3)C=C2)/C(=C/N=NC(=O)c2ccccc2)S1 | ? | ·
O=C(COc1ccccc1)c1cn(CC(=O)N2CCOCC2)c2ccccc12 | ? | ·
CC(=O)O/N=C(\N)c1cnn2c(C(F)(F)F)cc(C(F)(F)F)nc12 | ? | ·
CC(=O)C1=C(C)OC(N)=C(C#N)C1c1cc([N+](=O)[O-])ccc1Cl (stereo not given) | 3.3% | -0.1
COc1ccc(Cl)cc1C(=O)OCC(=O)NCc1cccs1 | 1.7% | 5.0
COc1ccc(S(=O)(=O)Cc2ccc(C(=O)O)o2)cc1 | ? | ·
CCC(C)C(=O)Nc1cc(OC)c(OC)cc1C(=O)O (stereo not given) | 8.4% | 4.9
CCc1nnc(NS(=O)(=O)c2ccc(N3C(=O)c4ccccc4C3=O)cc2)s1 | -9.5%[9.22 µM] | 4.9
Cc1nc2ccn(Cc3ccccc3)c(=O)c2cc1C(=O)N1CCN(c2ccc(F)cc2)CC1 | ? | ·
CCCOc1ccc(C(=O)Nc2ccc(Cl)cn2)cc1 | ? | ·
COc1cccc(C(=O)Nc2nc(-c3ccc(S(=O)(=O)N4CCOCC4)cc3)cs2)c1 | ? | ·
CCOC(=O)N1CCN(S(=O)(=O)c2ccc(C(=O)N(CCCN(C)C)c3nc4cc(OC)ccc4s3)cc2)CC1 | ? | ·
C=CCSc1nnc(NC(=O)CSc2ccccn2)s1 | ? | ·
Cc1ccc(NC(=O)c2ccc(NC(=O)c3ccccc3)cc2)cc1C | -12.3% | 14.6
O=C(NCC(=O)N(Cc1ccco1)C(C(=O)NC1CCCCC1)c1ccncc1)c1cccs1 (stereo not given) | 20.2% | 10.5
CCOC(=O)c1cc2occc2n1CC(=O)NC1CCCCC1C (stereo not given) | 0.9% | 1.0
COc1cc(C(=O)N2CCC(NC(=O)C(Cc3ccccc3)NC(C)=O)CC2)cc(OC)c1OC (stereo not given) | ? | ·
CN(C(=O)c1ccc([N+](=O)[O-])cc1)c1ccccc1C(=O)NCc1ccccc1 | ? | ·

A portion of the library, so the mix of outcomes need not match the whole.
